Screens from PubChem BioAssay.
CFTR F508del cor: CFTR F508del correction in bronchial cells; CFBE cells, YFP halide quenching; stimulated with forskolin plus potentiator P3; % fluorescence drop versus neutral controls; actives 0.36% (n = 350,000); activity (quench increase), % at 7.58 µM;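 active = mean added fluorescence quench of at least 8% versus neutral control, with both replicates also reaching 8%; inconclusive = only one of the mean or replicate conditions met; inactive = mean below 8% and not both replicates reaching 8%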;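 note: cells transiently co-express mutant CFTR-F508del with the halide-sensitive YFP; corrector assay measuring rescue of mutant channel to the surface after 24 h compound exposure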
FN deposit inh: fibronectin deposition inhibition. inhibition, % at 12.6 µM. AID 743247. AH1F fibroblasts, Alexa488-fibronectin deposition fluorescence, overnight. actives 0.086% (n = 350,000);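 active = mean inhibition across replicates of 30% or more, regardless of how many single replicates reach that level; inconclusive = mean under 30% yet at least half of replicates reach 30%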;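 note: positive control wells lacked labelled fibronectin entirely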
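Test system: AH1F fibroblast monolayer depositing Alexa488-labelled fibronectin into matrix. Input: 10000 cells per well. Technique: fluorescence, ex 485 nm, em 525 nm. Buffer or medium: DMEM plus 2% serum, read in PBS. Timing: 1 h cell adhesion before compound, then overnight fibronectin incubation. Compound: single dose, pinned. Read-out basis: inhibition from reduced deposited-fibronectin fluorescence.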
GSIS activator: primary screen for activators of insulin secretion dependent on glucose, INS-1E cells, GLuc reporter luminescence. INS-1E GLuc reporter insulin secretion, 2-3 h. activation, % at 16.6 µM. actives 0.61% (n = 370,000). AID 743287;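 active = lowest replicate activation of at least 40%, so every replicate reaches that level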;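 note: 0% = median of neutral control wells and 100% = median of IBMX positive control wells; some compounds called inactive have numbers as strong as hits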
DENV2 CPE rescue: inhibitors of DENV2 cytopathic effect | DENV2-infected cells, cytopathic effect rescue, plate reader | CPE inhibition, % at 9.99 µM | actives 1.7% (n = 350,000) | AID 651640; in the data active = CPE inhibition above about 20%, passing the limit was not always enough; inconclusive = no clear call, values can overlap the other calls; tested in BHK-21 cells;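 note: 0% = median of neutral control wells and 100% = median of positive control wells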
PAX8 inh HTS: PAX8 transcriptional activity inhibition; inhibition, % at 12.6 µM; RMG-I TPO-luciferase reporter, SteadyGlo, 24 h; actives 1.2% (n = 360,000);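 active = mean replicate inhibition at least 60% with every replicate also reaching 60%; inconclusive = only one of the two criteria is met; inactive = mean below 60% and not all replicates reaching 60%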;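 note: luciferase light reporting Pax8 driven TPO promoter activity; plate controls were median of neutral control wells for no effect and mitoxantrone controls for full effect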
EWS-Fli block: blocks EWS/Fli oncoprotein-driven transcription. actives 0.67% (n = 350,000). AID 651661. inhibition, % at 12.6 µM. A673 NR0B1-luciferase reporter, viability-normalised;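 active = mean inhibition of at least 50% after viability correction, with every replicate also passing that limit; inconclusive = mean reaches 50% but only one of two replicates passes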;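 note: firefly luciferase signal divided by Alamar Blue viability fluorescence both relative to DMSO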
miR122 inh: miR-122 inhibition in Huh7 cells. Huh7 miR-122 Renilla luciferase sensor, 48 h; neutral wells = 0, positive control = 100. activation (reporter increase), % at 12.5 µM. actives 0.3% (n = 340,000). AID 602342;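 active = mean replicate activation score at least 90 and every replicate individually at or above 90; inconclusive = only one of the two criteria met; inactive = neither criterion met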;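 note: higher luciferase means less miR-122 activity so hits act as miR-122 inhibitors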
* marks the source's active call; other numbers are inactive results; u = inconclusive; x = no result given; [ ] = remark or other dose.

no.	smiles	miR122 inh	EWS-Fli block	DENV2 CPE rescue	FN deposit inh
1	Cc1noc(C)c1S(=O)(=O)Nc1ccc2c(c1)C(=O)N([C@H](C)CO)C[C@H](C)[C@H](CN(C)C(=O)c1ccccc1)OCCCC[C@@H](C)O2	-1.6[16.7 µM]	8.0	-0.5	-10.5
2	C[C@]12C=CC(=O)C=C1CC[C@@H]1[C@@H]2[C@@H](O)C[C@@]2(C)[C@H]1CC[C@]2(O)C(=O)CO	4.7	-4.9	-6.8	0.5
3	O=C(Cc1ccccc1)NCCSCc1ccccc1	x	4.4	-1.0	x
4	CCOC(=O)N1CCC(NC(=O)CS(=O)(=O)Cc2nc(-c3ccccc3C)oc2C)CC1	4.4	-0.1	-5.7	6.6
5	NC(=O)NCC#Cc1ccc2c(c1)[C@]1(C(=O)N2)[C@H](C(N)=O)[C@H]2C(=O)O[C@H](c3ccccc3)[C@H](c3ccccc3)N2[C@@H]1c1ccccc1OCCO	x	2.3	u	x
6	C[C@H](CO)N1C[C@H](C)[C@@H](CN(C)Cc2ccc(C(=O)O)cc2)Oc2c(NC(=O)Nc3ccc(F)cc3)cccc2C1=O	2.2[16.7 µM]	1.6	x	-0.6
7	COCCN1C(=O)CCC1(C)C(=O)NC1CCCCC1 (stereo not given)	-4.6	-7.4	-3.7	-13.6
8	COc1ccc2oc(=O)c(C(=O)Nc3ccccc3O)cc2c1	-2.0	18.3	x	-9.3
9	CCCCC(=O)Nc1ccc(C(=O)NCCc2ccccc2)cc1	0.5	x	x	-5.2
10	Cc1cc(C)c(COc2ccc(/C=N/n3c(C)n[nH]c3=S)cc2)c(C)c1	x	-0.9	x	x
11	CC1=C(C(=O)N2CCCCCC2)CC(CC(=O)NCCCCc2ccccc2)C(=O)N1CCC1=CCCCC1 (stereo not given)	x	14.0	2.9	0.8
12	COc1cc(OC)cc(C(=O)NNC(=O)CCC(=O)c2cc(C)sc2C)c1	x	-0.5	72.5*	-12.4
13	COc1ccc(CCCNC(=O)C2CCC(=O)N(Cc3ccc(Cl)cc3)C2)cc1 (stereo not given)	6.9	1.5	-2.2	1.4
14	C[C@@H]1CN([C@@H](C)CO)S(=O)(=O)c2ccc(-c3cncnc3)cc2O[C@@H]1CN(C)Cc1ccccn1	-4.2[16.7 µM]	-20.7	-5.1	x
15	CCC(=O)Nc1ccc(C(=O)CSc2nnc(-c3ccc(O)cc3)n2CC2CCCO2)cc1OC (stereo not given)	-6.9	x	x	1.0

no.	PAX8 inh HTS	GSIS activator	CFTR F508del cor
1	-5.8	16.4	-3.5
2	7.9	-8.5	4.9
3	8.0	0.9	x
4	16.9	-5.2	1.0
5	2.4	x	-1.0
6	-2.2	8.3	-2.0
7	-7.2	2.7	0.1
8	-11.4	26.3	-2.6
9	-52.4	1.2	x
10	-18.8	-35.8	x
11	11.1	-46.8	-1.4
12	9.0	-16.9	-1.1
13	15.7	-18.5	0.2
14	1.1	10.5	2.2
15	x	4.4	x

Following part
no.	smiles	miR122 inh	EWS-Fli block	DENV2 CPE rescue	FN deposit inh
16	Cc1ccc(S(=O)(=O)Nc2ccc3c(c2)C(=O)N([C@@H](C)CO)C[C@H](C)[C@@H](CN(C)C(=O)Nc2ccccc2)OCCCC[C@@H](C)O3)cc1	6.1[16.7 µM]	-6.2	-3.4	x
17	CCCOc1ccc(/C=N/NC(=S)Nc2ccccc2[N+](=O)[O-])c(O)c1	x	x	x	8.5
18	Cc1noc(C)c1C(=O)Nc1ccc(-c2nnc3n2CCCCC3)cc1	-6.8	-1.3	-5.1	-9.9
19	CN(CCC1CCOCC1)Cc1nc(Cc2ccccc2F)no1	-3.0	-2.4	1.2	6.2
20	CC(NC(=O)Cc1ccc(S(=O)(=O)N2CCOCC2)s1)c1ccc(Br)cc1 (stereo not given)	x	3.8	u	0.1
21	COc1cccc(CNC(=O)C2CCCN(S(=O)(=O)c3c(C)n[nH]c3C)C2)c1 (stereo not given)	0.0	x	x	-2.0
22	CCOc1ccc(N2C(=O)CC(n3ccc(C)n3)C2=O)cc1 (stereo not given)	-4.9	x	x	-3.5
23	Cc1ccc2[nH]c(CN3CCN(C)C(CCO)C3)c(C)c2c1 (stereo not given)	2.3	22.4	7.4	2.2
24	Cc1cc(=O)[nH]c(N/N=C/c2c(C)nn(-c3ccccc3)c2C)n1	-5.7	-0.3	3.7	-6.2
25	O=C(N/N=C/c1ccccn1)c1ccc(NC(=O)c2ccc(F)cc2)cc1	-0.8	14.9	-7.3	-0.3
26	O=C(/C=C/c1cn(-c2ccccc2)nc1-c1cccnc1)N1CCCC1	x	-13.2	-2.4	3.5
27	CC(C)N1CCC(C)(C(=O)Nc2cc(-c3ccccc3)nn2C)C1 (stereo not given)	7.1	-8.8	-6.6	-2.0
28	Oc1ccc2ccccc2c1C=Nc1ccccc1	0.4	-0.2	-0.9	-1.1
29	Cc1ccc(-c2ccc3c(c2)O[C@@H](CN(C)Cc2cccnc2)[C@@H](C)CN([C@H](C)CO)S3(=O)=O)cc1	5.0[16.7 µM]	-4.2	0.7	11.0
30	COc1cccc(S(=O)(=O)N(C)C[C@@H]2OCc3ccccc3-c3c(n(C)c4ccccc34)C(=O)N([C@@H](C)CO)C[C@@H]2C)c1	x	7.1	3.7	-5.0

no.	PAX8 inh HTS	GSIS activator	CFTR F508del cor
16	-35.2	-13.4	-2.0
17	94.4*	-31.1	x
18	-3.0	-6.2	3.2
19	-5.7	3.0	0.9
20	-11.3	-29.5	0.7
21	8.6	x	x
22	3.7	x	x
23	16.6	16.2	2.2
24	-6.1	8.6	-1.0
25	-6.7	-12.3	1.6
26	20.3	1.0	-1.8
27	-10.8	-7.9	-4.4
28	6.3	-3.5	1.2
29	x	-20.9	-2.4
30	82.0*	2.4	-2.7

Complete entries as entered above:
O=C(Cc1ccccc1)NCCSCc1ccccc1 as listed: miR122 inh: x; EWS-Fli block: 4.4; DENV2 CPE rescue: -1.0; FN deposit inh: x; PAX8 inh HTS: 8.0; GSIS activator: 0.9; CFTR F508del cor: x
Cc1ccc(-c2ccc3c(c2)O[C@@H](CN(C)Cc2cccnc2)[C@@H](C)CN([C@H](C)CO)S3(=O)=O)cc1 as listed: miR122 inh: 5.0[16.7 µM]; EWS-Fli block: -4.2; DENV2 CPE rescue: 0.7; FN deposit inh: 11.0; PAX8 inh HTS: x; GSIS activator: -20.9; CFTR F508del cor: -2.4

Continuation:
no.	smiles	miR122 inh	EWS-Fli block	DENV2 CPE rescue	FN deposit inh
31	CN(CC(=O)Nc1ccc(OC(F)(F)F)cc1)C(=O)/C=C/c1cc2c(cc1[N+](=O)[O-])OCO2	x	1.3	3.2	-7.2
32	O=C(CCCn1c(=O)c2cccn2c2cccnc21)NCc1cccc(Br)c1	-1.3	x	-4.5	2.0
33	CC(C)CNC(=O)COC(=O)c1n[nH]c2ccccc12	x	-2.2	x	x
34	C[C@@H]1CN([C@@H](C)CO)C(=O)c2cc(NC(=O)Nc3ccc(C(F)(F)F)cc3)ccc2O[C@H]1CN(C)CC1CCCCC1	-23.5[16.7 µM]	10.4	17.6	-2.4
35	CC(=O)c1sc(NC(=O)C2CCN(c3ncnc4sc(C)c(C)c34)CC2)nc1-c1ccccc1	-1.9	8.1	2.2	3.2
36	O=C(COC(=O)c1cccnc1Cl)Nc1cc(S(=O)(=O)N2CCCCC2)ccc1Cl	x	-8.4	9.8	-9.7
37	C[C@H]1CN([C@@H](C)CO)C(=O)c2ccccc2-c2ccccc2CO[C@H]1CN(C)C(=O)Nc1ccnc(N2CCOCC2)c1	x	1.2	5.4	0.8
38	Fc1ccc(Nc2nc(-c3ccncc3)nc3ccccc23)cc1F	5.5	7.4	12.4	-11.3
39	Cc1ccc(NC(=O)COC(=O)C2CCC(=O)N2)c(S(=O)(=O)N2CCOCC2)c1 (stereo not given)	-1.8	x	x	2.5
40	Cc1ccc(Oc2coc3cc(OC(=O)c4cccs4)ccc3c2=O)cc1	3.6	x	x	-1.0
41	CCCC(=O)c1ccc(N2CCN(C(=O)c3cccs3)CC2)c(F)c1	-0.1	-2.4	12.4	-3.3
42	CNC(=O)C[C@@H]1CC[C@H]2[C@H](COc3ccc(NC(=O)c4ccc(F)cc4)cc3C(=O)N2C)O1	-2.4[16.7 µM]	1.3	0.2	-9.5
43	COC(=O)c1sc(N)c(C(=O)OC)c1COC(=O)[C@@H](NS(=O)(=O)c1cccc(Cl)c1)C(C)C	x	-5.4	-5.0	x
44	C[C@@H]1CCCCO[C@@H](CN(C)Cc2ccc(Cl)c(Cl)c2)[C@H](C)CN([C@@H](C)CO)C(=O)c2cc(NC(=O)CCC(F)(F)F)ccc2O1	-17.9[16.7 µM]	2.7	-2.0	2.5
45	CC(=O)N1C[C@H]2CON(C)[C@H]2C[C@H]1c1cccc(-c2cc(Cl)cc(Cl)c2)c1	2.5	-7.8	5.8	x

no.	PAX8 inh HTS	GSIS activator	CFTR F508del cor
31	5.1	-39.6	-0.3
32	7.3	9.9	-0.3
33	-3.8	-9.0	0.6
34	x	7.2	-0.2
35	13.0	-6.8	-1.3
36	1.6	-22.6	-2.7
37	-39.9	4.4	1.1
38	-4.8	1.6	4.8
39	-8.3	x	x
40	-45.5	x	x
41	-19.7	-10.4	-0.7
42	-11.6	-5.2	2.7
43	12.2	-11.5	x
44	88.3*	-11.3	-8.6
45	-1.6	-11.3	2.8

Later entries.
no.	smiles	miR122 inh	EWS-Fli block	DENV2 CPE rescue	FN deposit inh
46	CCCn1c(C(=O)OC)cc2c1ccn2-c1ccc(F)cc1	0.7	x	x	10.0
47	COC(=O)c1ccc2nc(-c3ccc(F)cc3)c(Cc3ccccc3OC)n2c1	x	2.7	49.6*	-1.0
48	Cc1c(NC(=S)NC(=O)c2cccc(Br)c2)c(=O)n(-c2ccccc2)n1C	-2.6	4.4	2.3	-1.1
49	COC1C(O)CCC2(CO2)C1C1(C)OC1CC=C(C)C (stereo not given)	x	-0.1	3.9	x
50	COc1cc(-c2c(NC(=O)c3ccco3)oc3c(C)cccc3c2=O)cc(OC)c1OC	x	-5.3	0.5	-6.9
51	Cc1cc(NC(=O)/C=C\C(=O)O)c([N+](=O)[O-])cc1C	x	10.2	-3.8	-0.9
52	O=C1CC(c2ccccc2)CC(=O)N1c1ccc(C(F)(F)F)cc1	0.8	6.3	13.1	-5.2
53	O=C(c1ccc(N2CCCC2=O)cc1)N1CCN(c2ccccc2)CC1	7.9	x	x	3.0
54	Cn1cnc(CCNC(=O)C[C@H]2CC[C@@H]3[C@H](COC[C@H](O)CN3C(=O)Nc3ccc(C(F)(F)F)cc3)O2)c1	-2.2[16.7 µM]	-2.9	0.2	3.1
55	O=C(C[C@@H]1CC[C@@H]2[C@H](COC[C@H](O)CN2C(=O)Nc2cc(Cl)cc(Cl)c2)O1)NCC1CC1	-1.7[16.7 µM]	x	14.1	0.9
56	Cc1ccc2c(c1)c(-c1csc(N)n1)c(C)n2C	2.7	25.7	-3.8	3.0

no.	PAX8 inh HTS	GSIS activator	CFTR F508del cor
46	-42.4	x	x
47	-27.0	2.6	1.8
48	-9.0	-2.4	-0.5
49	x	x	1.2
50	-8.8	-9.9	-2.9
51	1.3	x	-0.4
52	6.5	x	-3.5
53	-5.0	x	x
54	-11.5	-13.5	0.5
55	x	-10.9	1.8
56	23.9	-21.2	2.3

Not a hit list; overall some 3.9% were active at least once.
